ALOX12 inh: Primary qHTS assay for inhibitors of human arachidonate 12S-lipoxygenase (ALOX12): Round 2 | purified 12hLO, xylenol orange hydroperoxide absorbance | Polyunsaturated fatty acid lipoxygenase ALOX12 (Homo sapiens), P18054 | Potency, µM (titrated, usually from 108 µM), inactives show top-dose activity change, negative = inhibition, actives largely listed as inhibitors | AID 1671190, 2021 | 580,000 compounds, 1.1% hits; further: potency means the concentration at half of the fitted maximal effect; on the % scale 0 is the no-effect control and ±100 the full control effect
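Hydroperoxide product was detected by ferrous iron/xylenol orange as the 573 to 405 nm absorbance ratio. Arachidonic acid at 40 uM (final) was turned over for 30 min at room temperature by 150 nM human 12hLO, pH 7.0 Hepes buffer, after 15 min compound preincubation.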
RGS4 inh: Inhibitors of Regulator of G Protein Signaling (RGS) 4: qHTS; 390,000 compounds, 0.039% hits; Transcreener GDP fluorescence polarization, RGS4-accelerated GTP hydrolysis; Regulator of G-protein signaling 4 (Homo sapiens), P49798; Potency, µM (series often up to 114 µM), for inactives: top-dose activity change, negative = inhibition, hits mostly inhibitors; AID 504845, 2011; further: potency means the concentration at half of the fitted maximal effect; on the % scale 0 is the no-effect control and ±100 the full control effect; nearly all actives have a fitted effect of over 75% in size; some results filed as inactive show a strong effect at the top dose
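MLSMR compounds (23 nl, pin-transferred) preincubated 10 min at room temperature with a 500nM (2x) first reagent, then RGS4 at 900nM (2x) plus Transcreener GDP mix added; fluorescence polarization (620/688 nm) read before and after 90 min at 30 °C.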
GLS inh: qHTS for Inhibitors of Glutaminase (GLS) | GLS enzymatic activity, qHTS titration | AID 624170, 2012 | 410,000 compounds, 0.21% hits | Potency, µM (highest dose often 45.5 µM), inactives show top-dose activity change, negative = inhibition, usual class: inhibitors | Glutaminase kidney isoform, mitochondrial (Homo sapiens), O94925; further: potency means the concentration at half of the fitted maximal effect; on the % scale 0 is the no-effect control and ±100 the full control effect
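Read-out is an Amplex red fluorescence increase coupled through glutamate oxidase and HRP, measured before and after 30 min room-temperature incubation. hKGA is in 45 mM KH2PO4 (pH 8.2) with 0.02% Tween-20; glutamine added as 1mM solution.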
JMJD2A Tudor inh: qHTS Assay for Inhibitors of JMJD2A-Tudor Domain. Potency, µM (highest dose often 114 µM), without a hit: top-dose activity change, negative = inhibition, actives largely listed as inhibitors. AlphaScreen JMJD2A-Tudor / H3K4me3 peptide binding. 390,000 compounds, 4.4% hits. AID 504339, 2011; further: potency means the concentration at half of the fitted maximal effect; on the % scale 0 is the no-effect control and ±100 the full control effect; nearly all actives have a fitted effect of over 50% in size
PI4K2A inh: qHTS for small molecular inhibitors of PI4K2A. purified PI4K2A, ADP-Glo luminescence, 1 h; hits give low values. activity change, negative = inhibition, % at 76.9 µM. 420,000 compounds, 0.13% hits; in the data active means activity change below about -50%; inconclusive means mostly about -30% to -49%;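 further: -100% = wells without enzyme as full effect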
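PI4K2A activity was measured by ADP-Glo luminescence: enzyme (4 ug/mL stock) and phosphatidylinositol (1.2 mM stock) in Tris pH 7.5/MgCl2/EGTA/Triton X-100 buffer were reacted with ATP (300 microM stock) for one hour at ambient temperature.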
ERG-DNA inh: qHTS for Small Molecule Inhibitors of the ERG Ets/DNA interaction. AID 624246, 2012. Transcriptional regulator ERG (Homo sapiens), P11308. fluorescence polarization, His-ERG Ets domain / labelled DNA. Potency, µM (series often up to 76.9 µM), without a hit: top-dose FP activity, negative = inhibition, most hits filed as inhibitors. 370,000 compounds, 0.028% hits; active means well fitted inhibition curve with a large enough effect in the polarisation, with a control signal flat; inconclusive means small, poorly fitted or top-dose-only effect, or effect the other way, or a change in a side signal; inactive means no such curve, though single readings can be large or run the other way; the % refers to the polarisation;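 further: polarization taken with two DNA probes labelled with fluorescein and Texas red; potency means the concentration at half of the fitted maximal effect; % of control where 0% means no effect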
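His-tagged ERG Ets domain (1 uM in the protein solution; 300mM KCl, 50mM Tris-HCl, 1mM EDTA, 1mM DTT, pH 7.5) received compound, then a probe mix of 5 nM fluorescein-DNA and 100nM Texas-615-DNA. Fluorescence polarization was read for both dyes.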
BAZ2B block: qHTS Assay for Inhibitors of BAZ2B | AlphaScreen BAZ2B-H3K14Ac peptide displacement | Bromodomain adjacent to zinc finger domain protein 2B (Homo sapiens), Q9UIF8 | Potency, µM (highest dose often 114 µM), for the others: at the highest dose activity change, negative = inhibition, hits mostly inhibitors | AID 504333, 2011 | 360,000 compounds, 4.4% hits; further: potency means the concentration at half of the fitted maximal effect; on the % scale 0 is the no-effect control and ±100 the full control effect; nearly all actives have a fitted effect of over 60% in size
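BAZ2B 50 nM plus b-H3(5-23)K14Ac 50 nM, PBS pH 7.4/0.01% Tween-20, 30 min RT; compound added (max 110 uM), 30 min RT; streptavidin donor/Ni-chelate acceptor beads 10 ug/mL final, 20 min dark; AlphaScreen read.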
HP1b chromo inh: HTS for Inhibitors of HP1-beta Chromodomain Interactions with Methylated Histone Tails. AlphaScreen HP1-beta / biotin-H3K9me3 peptide binding. Potency, µM (series often up to 114 µM), without a hit: top-dose activity change, negative = inhibition, usual class: inhibitors. AID 540317, 2011. 390,000 compounds, 0.56% hits; further: potency means the concentration at half of the fitted maximal effect; nearly all actives have a fitted effect of over 70% in size; inactives centre near 23
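HP1-beta protein (50 nM final) preincubated 30 min at room temperature with biotinylated H3(1-18)K9me3 peptide (50 nM) in PBS pH 7.4, 0.01% Tween-20, then compound added for 30 min. AlphaScreen streptavidin donor/nickel chelate acceptor beads (10 ug/mL final), 30 min dark, luminescence read.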
G9a inh: qHTS Assay for Inhibitors of Histone Lysine Methyltransferase G9a | G9a H3K9 monomethylation, AlphaScreen, 2 h | Potency, µM (top dose mostly 102 µM), without a hit: at the top dose activity, negative = inhibition, hits mostly inhibitors | 350,000 compounds, 8.8% hits; further: potency means the concentration at half of the fitted maximal effect; on the % scale 0 is the no-effect control and ±100 the full control effect; nearly all actives have a fitted effect of over 75% in size
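Chemiluminescent proximity detection of H3K9 monomethylation, read after 10 min bead incubation in the dark. Reaction: 20 nM G9a, 500 nM biotin-H3K9 peptide, 20 uM SAM cofactor, 2 h, room temperature, following 15 min enzyme-compound preincubation.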
An asterisk follows results filed as active; ? = inconclusive; · = not tested or not shown; [ ] = another dose, or the depositor's remark. Unless noted, the call rests on the fitted dose curve; in most records, active means well fitted curve in the direction sought with a large enough effect; inconclusive means small, poorly fitted or top-dose-only effect, or another doubt; inactive means no such curve, though single readings can be large; an effect the other way counts as inactive or inconclusive.

No.	ALOX12 inh	RGS4 inh	GLS inh	JMJD2A Tudor inh	PI4K2A inh	ERG-DNA inh	BAZ2B block	HP1b chromo inh	G9a inh	canonical_smiles
1	-28%	-16%	1%	0%	-2	9%	-2%	41%[activator]	0%	COc1ccc(Cl)cc1C(=O)NCCCN1CCOCC1
2	-22%	12%	16%	-6%	-1	5%	·	16%	-8%[59 µM]	COc1ccc(-n2nc(C(=O)Nc3ccc(Cl)cn3)c3c4ccccc4n(C)c3c2=O)cc1Cl
3	3%	17%	5%	-10%	1	4%	-2%	21%	-10%[59 µM]	O=C(CSc1ccc(Cl)cc1)Nc1ncccn1
4	?	-8%	-11%	-7%	-3	-7%	-8%	-7%	-30%[59 µM]	CC(=O)c1cc(-c2ccc(F)cc2)n(CCC(=O)NCc2ccc(C)cc2)c1C
5	15%	-5%	2%	-10%	0	3%	-14%	22%	2%	CN(CCOc1ccc(Br)cc1)C(=O)CNC(=O)c1ccc2ccccc2c1
6	-27%	-15%	0%	-5%	-2	-1%	6%	37%[activator]	-42%[12.7 µM]	CSCCC(NC(=O)C1CCC(C)CC1)C(=O)O (stereo unspecified)
7	3%	2%	0%	-2%	-1	0%	-1%	21%	-3%[59 µM]	CCCCCn1c(=O)[nH]c2cc(C(=O)N3CCN(c4cccc(Cl)c4)CC3)ccc2c1=O
8	?	7%	1%	-8%	0	-3%	-6%	27%	-10%	Cc1ccc(S(=O)(=O)N2CC(C(=O)O)Oc3ccccc32)cc1 (stereo unspecified)
9	-15%	-12%	·	-17%	-4	-3%	-27%	?	-9%[59 µM]	CC1CCN(c2ccccc2N)CC1
10	?	11%	-10%	3%	-4	17%	?	34%[activator]	50µM*	Cc1cc2c(NCCc3ccccc3)ncnc2s1
11	?	-9%[11.4 µM]	-21%	-11%[11.4 µM]	-13	-5%	0%	3%	?	COc1ccc(/C(O)=C2/C(=O)C(=O)N(Cc3cccnc3)C2c2ccccn2)cc1 (stereo unspecified)
12	-3%	24%	-1%	-6%	-1	3%	6%	16%	-34%[59 µM]	Cc1ccc(C(=O)N2CC3(C)CN(C(=O)c4ccc(C)cc4)CC(C)(C2)C3=O)cc1
13	-10%	-3%	2%	-5%	-1	?	-9%	31%	0%	COC(=O)C1CSC(C(=O)OC)N1C(=O)CN1CCN(c2ccccc2)CC1 (stereo unspecified)
14	0%	-29%	6%	3%	3	0%	-6%	37%	12%[59 µM]	Cc1cc(=O)oc(C)c1C(=O)NC12CC3CC(CC(C3)C1)C2
15	-28%	-26%	3%	-7%[57.1 µM]	8	-10%	-7%	24%	-3%[59 µM]	COc1ccc(C(=O)NC(=S)N2CCN(c3ccc([N+](=O)[O-])cc3)CC2)cc1
16	22%	18%	0%	-10%	-9	7%	9%	14%	-27%	O=C(Cn1cnc2c(nnn2-c2ccccc2)c1=O)N1CCOCC1
17	1%	-17%	-4%	-7%	2	5%	·	29%	·	COc1cc(/C=C/C(=O)OCC(=O)NC(C)c2ccccc2)cc(OC)c1OC (stereo unspecified)
18	-17%	-14%	2%	-8%	8	-1%	-1%	43%	-2%[59 µM]	Cc1ccccc1Cn1c2ccccc2c2cnn(CC(=O)NCCCc3ccccc3)c(=O)c21
19	0%	-6%	4%	-5%	-2	-1%	1%	12%	-6%[12.7 µM]	O=C(Nc1ccccc1C(=O)N1CCOCC1)c1ccncc1
20	0%	-41%	-13%	-2%[11.4 µM]	2	7%	·	9%	4%	O=C(NC(=S)N(CCO)Cc1ccccc1)c1ccc(S(=O)(=O)N2CCCC2)cc1
21	14%	-8%	3%	-5%	-1	-3%	7%	35%	3%	Cc1ccc(CNC(=O)CCc2c(C)nc3c(c(C)nn3-c3ccc(C)cc3)c2C)cc1
22	163%[activator]	3%	1%	-8%	-5	6%	1%	31%	1%	CS(=O)(=O)CCSc1ncccc1C(=O)NCc1cccs1
23	?	-16%	12%	-19%	3	-4%	-37%	21%	-6%[59 µM]	COc1cccc(N2CCN(C3C(=O)c4ccccc4N3C(C)=O)CC2)c1 (stereo unspecified)
24	1%	-10%	-3%	9%	-3	2%	-27%	41%[activator]	0%[59 µM]	CC12CCC(C(=O)Nc3ccccc3N3CCOCC3)(CC1=O)C2(C)C (stereo unspecified)
25	0%	15%	?	-2%	-2	-2%	-3%	5%	13%	Cc1ccc(N(C(=O)CNC(=O)c2ccco2)C(C(=O)NC2CCCCC2)c2cccnc2)cc1F (stereo unspecified)

Single records (already shown). Order of values: ALOX12 inh	RGS4 inh	GLS inh	JMJD2A Tudor inh	PI4K2A inh	ERG-DNA inh	BAZ2B block	HP1b chromo inh	G9a inh
`CC1CCN(c2ccccc2N)CC1` is listed with -15%	-12%	·	-17%	-4	-3%	-27%	?	-9%[59 µM]
`O=C(NC(=S)N(CCO)Cc1ccccc1)c1ccc(S(=O)(=O)N2CCCC2)cc1` is listed with 0%	-41%	-13%	-2%[11.4 µM]	2	7%	·	9%	4%
`COC(=O)C1CSC(C(=O)OC)N1C(=O)CN1CCN(c2ccccc2)CC1` (stereo unspecified) is listed with -10%	-3%	2%	-5%	-1	?	-9%	31%	0%

(further entries)
No.	ALOX12 inh	RGS4 inh	GLS inh	JMJD2A Tudor inh	PI4K2A inh	ERG-DNA inh	BAZ2B block	HP1b chromo inh	G9a inh	canonical_smiles
26	-5%	19%	0%	-14%	2	2%	10%	-2%	3%	O=c1c2ccccc2nc(CSc2nnnn2-c2ccccc2)n1-c1cccc(C(F)(F)F)c1
27	-3%	11%	13%	-12%	0	79%[activator]	1%	20%	·	Brc1cccc(CNCC2CCCO2)c1 (stereo unspecified)
28	?	5%	2%	-5%	3	12%	0%	9%	-35%	Cc1nn(-c2ccccc2)c2nc(C(Cl)(Cl)Cl)[nH]c(=O)c12
29	3%	17%	-3%	-11%	0	11%	-9%	22%	-9%	COc1ccc(S(=O)(=O)Cc2ccc(C(=O)NCc3ccccc3)o2)cc1
30	-4%	-9%	9%	-1%	-3	0%	2%	26%	-6%	CCO/C=N/c1c(C#N)c(CC#N)nn1-c1ccccc1
31	-19%	-12%	1%	-19%	10	2%	9%	-1%	12%[2.33 µM]	O=C(COC(=O)CN1C(=O)C(=O)c2ccccc21)OCN1C(=O)c2ccccc2C1=O
32	8%	-12%	2%	12%	-2	-8%	·	18%	·	COCCn1c(SCC(=O)Nc2ccc(OC)c(S(N)(=O)=O)c2)nc2ccccc2c1=O
33	1%	21%	12%	-8%	-1	-4%	-6%	8%	3%[12.7 µM]	O=C(CCC1CCCN(C(=O)CCN2CCCCC2=O)C1)NCc1ccccc1F (stereo unspecified)
34	-2%	-50%	-5%	-8%[57.1 µM]	6	0%	·	28%	-43%	CC1CCCCC1NC(=O)COC(=O)c1cc(=O)c2ccccc2o1 (stereo unspecified)
35	-32%	-3%	3%	4%	-3	-3%	71µM*	37%	-14%[59 µM]	COC(=O)c1cc(NS(=O)(=O)c2cc(Br)cc3c2N(C(C)=O)CC3)cc(C(=O)OC)c1
36	5%	-27%	-1%	-23%	1	-1%	-27%	20%	30%[activator]	COc1ccc(/C=N\NC(=O)c2sccc2C)cc1Cn1nc(C)cc1C
37	?	-28%	1%	50µM*	-21	-1%	20µM*	?	14µM*	O=C(O)c1ccccc1/C=N/NC(=O)c1cc(-c2ccco2)nc2ccccc12
38	0%	15%	-7%	-23%	-1	6%	-10%	5%	6%	CC(C)CCNc1nc(N)c([N+](=O)[O-])c(NC2CCCCC2)n1
39	-15%	-10%	1%	-7%	2	-4%	25%	23%	26%[59 µM]	CC1(Cc2ccc3c(c2)OCO3)NC(=O)NC1=O (stereo unspecified)
40	-20%	-12%	1%	11%	-5	-4%	12%	93%[activator]	3%	CCNc1nc(NC(C)C)nc(SCCOC(=O)c2ccccc2)n1
41	-5%	-2%	8%	-5%	3	1%	-1%	18%	8%	CC(=O)c1ccc2c(c1)Cc1cc(C(C)=O)ccc1-2
42	-11%	16%	-3%	-25%	2	11%	-19%	20%	16µM*	COc1ccc(C2CC(=O)c3cc(-c4nc(-c5cccc([N+](=O)[O-])c5)cs4)c(=O)n(-c4cccc(C)c4)c3C2)cc1 (stereo unspecified)
43	12%	?	1%	-10%	-3	-4%	?	24%	9%[59 µM]	COc1ccc(/C=N/NC(=O)c2cccc(NC(=O)c3ccc(Cl)cc3)c2)c(OC)c1
44	1%	1%	-8%	-13%	0	3%	·	4%	-4%[59 µM]	COc1ccc2cc3cc(C(=O)Nc4cc(C)c(Cl)cc4OC)oc3nc2c1
45	?	10%	4%	5%	-8	-6%	-3%	17%	10%[59 µM]	COc1cccc(C2C(C(=O)Nc3nc4ccccc4s3)=C(C)NC3=C2C(=O)CC(C)(C)C3)c1OC (stereo unspecified)

High-throughput results as filed in PubChem.

A portion of the library; rates above refer to the full screens.
